# HT1080NT lethal = qHTS for induction of synthetic lethality in tumor cells producing 2HG: qHTS for the HT-1080-NT fibrosarcoma cell line. HT-1080-NT fibrosarcoma viability, CellTiter-Glo ATP luminescence, 48 h. Potency, µM (titrated, usually from 46.1 µM), for the others: at the highest dose activity, negative = less viability, hits mostly cytotoxic. AID 686970, 2013. 360,000 tested, 1.6% active;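 further: NT is the 2HG producing partner of a matched IDH1 knockdown line; potency means the concentration at half of the fitted maximal effect; 0% = DMSO-treated cells and -100% = media-only wells without cells; nearly all actives have a fitted effect of over 55% in size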
#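 Luminescent CellTiter-Glo readout after 48 hours of compound exposure at 37 degrees C defined viability of HT-1080-NT cells. Activity was normalized to DMSO wells and cell-free media wells; concentration-response curves were fitted and assigned curve classes.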
# KB-3-1 cytotox = qHTS assay for MDR1-selective chemotherapeutics: Primary screen using the parental adenocarcinoma cell KB-3-1; Potency, µM (highest dose often 46.1 µM), for the others: at the highest dose activity change, negative = cytotoxic, most hits filed as cytotoxic; 400,000 tested, 1.4% active; KB-3-1 viability, CellTiter-Glo ATP luminescence, 72 h; further: potency means the concentration at half of the fitted maximal effect; on the % scale 0 is the no-effect control and ±100 the full control effect; nearly all actives have a fitted effect of over 60% in size
#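 72 h, 37 °C compound treatment of KB-3-1 parental cells; CellTiter-Glo added, 10 min, luminescence read. Data corrected against DMSO-only plates and normalized before curve fitting.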
# D3 ag = qHTS of D3 Dopamine Receptor Agonist: qHTS | D3R DiscoveRx beta-arrestin cells, luminescence, 90 min | max activation, % | 410,000 tested, 0.58% active | AID 652048, 2013; in the data active means max activation above about 30%; further: 0% is about no effect; mostly tested at two doses, the higher about 12 µM
# Target sequence (P35462 whole entry, looked up): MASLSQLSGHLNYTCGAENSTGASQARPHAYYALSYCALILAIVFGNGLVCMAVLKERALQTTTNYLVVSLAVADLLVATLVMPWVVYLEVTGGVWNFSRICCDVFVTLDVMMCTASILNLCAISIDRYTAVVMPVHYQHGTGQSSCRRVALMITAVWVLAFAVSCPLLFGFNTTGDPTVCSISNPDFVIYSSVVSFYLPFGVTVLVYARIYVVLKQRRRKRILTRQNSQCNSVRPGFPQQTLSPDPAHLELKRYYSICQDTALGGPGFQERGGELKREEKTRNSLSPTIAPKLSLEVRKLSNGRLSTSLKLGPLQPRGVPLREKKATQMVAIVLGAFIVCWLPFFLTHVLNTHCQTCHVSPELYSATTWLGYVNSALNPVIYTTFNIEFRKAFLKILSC
#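 Agonist-mode cell screen: cells plated at 1500/well and incubated overnight at 37 °C, then exposed to library compounds for 90 min at 37 °C. Detection reagent was added for 30–60 min at room temperature, and luminescence was read.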
# IL-1B inflam inh = qHTS for Inhibitors of Inflammasome Signaling: IL-1-beta AlphaLISA Primary Screen; THP-1 LPS/ATP IL-1B secretion, AlphaLISA, 16 h; stronger effect = lower value; activity change, % at 57.5 µM; 360,000 tested, 4.7% active; AID 743279, 2014; in the data active means activity change below about -50%; inconclusive means mostly about -30% to -49%; further: on the % scale 0 is the no-effect control and ±100 the full control effect
#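 THP-1 cells pretreated 1 hr with compounds (up to 57.5 uM final), then stimulated with LPS (250 ng/mL final) plus ATP (1.25 mM final); secreted IL-1B measured by AlphaLISA after 16 hr, decreased signal indicating inhibition.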
# SW480 rereplic = A quantitative high throughput screen for small molecules that induce DNA re-replication in SW480 colon adenocarcinoma cells; AID 624297, 2012; 340,000 tested, 1.8% active; SW480 DNA re-replication, Hoechst DNA content imaging, 48 h; Potency, µM (series often up to 46.1 µM), without a hit: at the highest dose re-replication activation, actives largely listed as activators; further: potency means the concentration at half of the fitted maximal effect; % of control where 0% means no effect; nearly all actives have a fitted effect of over 55% in size
#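 250 cells/well; 23 nL cpd via pin tool; 48 hr, 37 C, 5% CO2; Hoechst 40 min; imager read of total nuclear intensity, ex 405/em 500-530 nm.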
# GLP1R ag = qHTS of GLP-1 Receptor Agonists; HEK293 GLP-1R CRE-luciferase, luminescence, 4-6 h; cells express a hypersensitive GLP-1R form; 380,000 tested, 0.007% active; Potency, µM (highest dose often 45.6 µM), without a hit: top-dose activation, hits mostly activators; AID 624172, 2012; Glucagon-like peptide 1 receptor (Homo sapiens), P43220; further: potency means the concentration at half of the fitted maximal effect; % of control where 0% means no effect
# Target sequence (P43220 whole entry, looked up): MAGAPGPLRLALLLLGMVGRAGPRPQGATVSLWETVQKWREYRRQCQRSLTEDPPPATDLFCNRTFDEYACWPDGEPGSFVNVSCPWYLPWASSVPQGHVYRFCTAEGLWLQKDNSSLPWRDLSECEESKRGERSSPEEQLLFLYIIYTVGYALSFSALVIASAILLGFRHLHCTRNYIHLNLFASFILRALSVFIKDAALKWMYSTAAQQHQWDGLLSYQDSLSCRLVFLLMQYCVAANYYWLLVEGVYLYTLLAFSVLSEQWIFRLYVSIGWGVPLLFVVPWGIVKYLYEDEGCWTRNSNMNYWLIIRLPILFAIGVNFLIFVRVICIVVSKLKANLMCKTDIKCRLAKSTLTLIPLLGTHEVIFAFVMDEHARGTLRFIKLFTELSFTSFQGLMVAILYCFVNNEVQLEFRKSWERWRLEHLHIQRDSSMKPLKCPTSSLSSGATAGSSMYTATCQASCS
# KB-V1 MDR tox = qHTS assay for MDR1-selective chemotherapeutics: Primary screen using the drug-selected MDR subline cells KB-V1 | 400,000 tested, 3.4% active | AID 1347076, 2019 | Potency, µM (titrated, usually from 46.1 µM), for inactives: top-dose activity change, negative = cytotoxicity, usual class: cytotoxic | KB-V1 MDR cells viability, CellTiter-Glo, 72 h; further: potency means the concentration at half of the fitted maximal effect; on the % scale 0 is the no-effect control and ±100 the full control effect; nearly all actives have a fitted effect of over 60% in size
#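 qHTS viability screen in drug-selected KB-V1 MDR cells: 72 h compound treatment at 37 degrees C, ATP luminescence end point.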
# HT1080 IDH1KD tx = qHTS for induction of synthetic lethality in tumor cells producing 2HG: qHTS for the HT-1080-IDH1KD cell line. Potency, µM (highest dose often 46.1 µM), inactives show top-dose activity, negative = toxicity, actives largely listed as cytotoxic. HT-1080 IDH1 knockdown viability, ATP luminescence, 48 h. 360,000 tested, 2% active;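 further: potency means the concentration at half of the fitted maximal effect; 0% = DMSO wells and -100% = cell-free medium wells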
#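 Viability of IDH1-knockdown HT-1080 fibrosarcoma cells was assessed by CellTiter-Glo after 48 h at 37 °C with titrated compound; concentration-effect curves were classified by fit quality and response size.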
# DRD3 antagonist = qHTS of D3 Dopamine Receptor Antagonist: qHTS; D(3) dopamine receptor (Homo sapiens), P35462; D3R cells, DiscoveRx beta-arrestin luminescence, antagonist mode; stronger effect = lower value; max response, negative = inhibition, %; 360,000 tested, 2.5% active; in the data active means max response below about -50%; inconclusive means no clear call, values can overlap the other calls; further: on the % scale 0 is the no-effect control and ±100 the full control effect; mostly tested at two doses, the higher about 12 µM
#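 Cells expressing the human receptor were seeded at 1500 cells/well, incubated overnight at 37 degrees C in 5% CO2, then exposed to library compounds with dopamine controls for 90 minutes at 37 degrees C before luminescent detection.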
# * = called active by the depositor; i = inactive; ? = inconclusive; . = not tested or not shown; & = joins results of further samples. Unless noted, the call rests on the fitted dose curve; in most records, active means well fitted curve in the direction sought with a large enough effect; inconclusive means small, poorly fitted or top-dose-only effect, or another doubt; inactive means no such curve, though single readings can be large; an effect the other way counts as inactive or inconclusive.
SMILES,HT1080NT lethal,KB-3-1 cytotox,D3 ag,IL-1B inflam inh,SW480 rereplic,GLP1R ag,KB-V1 MDR tox,HT1080 IDH1KD tx,DRD3 antagonist
Cc1nnc(SCc2cc(=O)oc3cc(O)ccc23)n1Cc1ccccc1,0.1%,-2.4%,4.2,12.5,-5.4%,5.4%,44.2%,-1.6%,13.6
COC(=O)c1c(NC(=O)CN2CCC(C(N)=O)CC2)c2c(C)cccc2n1C,-2.4%,5.5%,5.5,17.0,-3.4%,0.1%,3.8%,-0.4%,-7.1
COc1ccc(C(C(=O)NCC2CCCO2)N(C(=O)CNC(=O)c2cccs2)c2ccccc2)cc1OC (configuration not stated),5.8%,29.6%,7.9,2.1,8.5%,9.6%,?,4.0%,2.2
CC(=O)c1ccc(OC2(C)CCN(Cc3csc4ccccc34)C2)cc1 (configuration not stated),-16.9%,0.0%,-10.4,-0.8,.,12.1%,2.4%,-15.4%,-53.2*
Cc1cccnc1C(c1ccc(F)cc1)N(C)C(=O)C1CCN(CCOc2ccc(Cl)cc2Cl)CC1 (configuration not stated),?,?,-3.5,-56.3*,.,-2.7%,-0.2%,-29.0%,-73.6*
COc1cc(C(=O)NCC2CCCCC2)cc(OC)c1OC,16.0%,-10.1%,-1.9,31.5,?,21.2%,0.0%,9.2%,17.9
c1ccc(-c2nc3ccccc3s2)nc1,8.8%&0.0%,?,-4.3&0.7,6.2&6.0,-0.9%&-3.9%,-8.8%&4.3%,?,1.9%&4.4%,-7.3&2.1
C[C@H](CO)N1C[C@H](C)[C@@H](CN(C)C(=O)Nc2ccc3c(c2)OCO3)Oc2ccc(NS(=O)(=O)c3ccc(F)cc3)cc2C1=O,8.1%,0.0%,-13.8,-3.2,?,-2.8%,0.0%,3.9%,-8.2
O=C(Nc1ccc2c(c1)OCO2)c1ccc2c(c1)OCO2,-6.6%,-1.6%,-3.1,i,0.2%,-1.7%,-22.9%,-0.4%,2.7
CC(C)[C@@H](C(=O)N1CCCC1)N1C(=O)N2CCc3c([nH]c4ccccc34)[C@@]2(C)C1=O,0.0%,-15.3%,-8.5,-12.5,21.7%,-3.2%,-17.3%,-7.5%,-29.6
O=C1NC2(CCCC2)C(=O)N1CCS(=O)(=O)Oc1ccccc1,2.4%,-2.4%,3.6,-24.5,9.5%,1.4%,-10.2%,-2.4%,-13.0
Cc1nn(CC(=O)N2N=C(C(F)F)CC2(O)C(F)F)c(C)c1[N+](=O)[O-] (configuration not stated),3.3%,10.0%,-5.6,11.0,-11.7%,4.3%,-22.7%,3.6%,-12.6
CCC(C)Sc1nnc(NC(=O)C2CCN(C(=O)c3ccco3)CC2)s1 (configuration not stated),-0.8%,2.5%,-10.7,17.5,-0.1%,8.9%,?,-0.8%,-23.7
O=c1c2ccccc2[nH]c(=S)n1CCN1CCCC1,4.5%,1.3%,3.2,0.9,-6.0%,5.5%,15.0%,2.8%,2.4
O=C(N[C@@H](c1ccccc1)[C@@H]1C[C@H]1C(=O)NCc1ccccn1)OCc1ccccc1,5.0%,0.0%,-9.2,-0.9,17.5%,7.2%,3.8%,-1.1%,-22.9
C=CCSC1=Nc2sccc2C2=NC(=O)CN12,3.2%,12.0%,2.1,14.5,-5.4%,13.1%,1.4%,-7.1%,13.0
COc1cc(NC(=O)Cc2ccccc2)c(C(=O)O)cc1OC,7.3%,17.7%,1.0,-4.1,-0.3%,-1.3%,3.7%,13.7%,-5.5
O=C(NN=C1c2ccccc2-c2ccccc21)c1ccccc1,-29.3%,?,-6.3,-12.3,?,7.9%,-10.2%,-4.3%,-16.1
COc1ccc(OC)c(C2CC(=O)C3=C(C2)NC(=O)CC3c2ccc(O)c(OC)c2)c1 (configuration not stated),-6.0%,6.4%,4.8,-27.5,0.7%,-3.7%,-24.6%,1.6%,-9.6
COc1ccccc1N(CC(=O)NCCSCc1ccccc1)S(=O)(=O)c1ccccc1,-1.5%,-11.0%,7.0,-20.5,.,1.6%,?,-11.5%,5.6
COc1ccc(C(=O)NC(Nc2ccc(C)cc2)C(Cl)(Cl)Cl)cc1 (configuration not stated),-17.3%,?,-11.8,-71.5*,-7.7%,-7.1%,14.6µM*,?,-28.7

# Eleven entries from above, with two lines to a compound.
# Every second line gives: HT1080NT lethal, KB-3-1 cytotox, D3 ag, IL-1B inflam inh, SW480 rereplic, GLP1R ag, KB-V1 MDR tox, HT1080 IDH1KD tx, DRD3 antagonist
CC(=O)c1ccc(OC2(C)CCN(Cc3csc4ccccc34)C2)cc1 (configuration not stated)
→ -16.9%, 0.0%, -10.4, -0.8, ., 12.1%, 2.4%, -15.4%, -53.2*
Cc1cccnc1C(c1ccc(F)cc1)N(C)C(=O)C1CCN(CCOc2ccc(Cl)cc2Cl)CC1 (configuration not stated)
→ ?, ?, -3.5, -56.3*, ., -2.7%, -0.2%, -29.0%, -73.6*
COc1cc(C(=O)NCC2CCCCC2)cc(OC)c1OC
→ 16.0%, -10.1%, -1.9, 31.5, ?, 21.2%, 0.0%, 9.2%, 17.9
c1ccc(-c2nc3ccccc3s2)nc1
→ 8.8%&0.0%, ?, -4.3&0.7, 6.2&6.0, -0.9%&-3.9%, -8.8%&4.3%, ?, 1.9%&4.4%, -7.3&2.1
C[C@H](CO)N1C[C@H](C)[C@@H](CN(C)C(=O)Nc2ccc3c(c2)OCO3)Oc2ccc(NS(=O)(=O)c3ccc(F)cc3)cc2C1=O
→ 8.1%, 0.0%, -13.8, -3.2, ?, -2.8%, 0.0%, 3.9%, -8.2
O=C(Nc1ccc2c(c1)OCO2)c1ccc2c(c1)OCO2
→ -6.6%, -1.6%, -3.1, i, 0.2%, -1.7%, -22.9%, -0.4%, 2.7
CC(C)[C@@H](C(=O)N1CCCC1)N1C(=O)N2CCc3c([nH]c4ccccc34)[C@@]2(C)C1=O
→ 0.0%, -15.3%, -8.5, -12.5, 21.7%, -3.2%, -17.3%, -7.5%, -29.6
O=C1NC2(CCCC2)C(=O)N1CCS(=O)(=O)Oc1ccccc1
→ 2.4%, -2.4%, 3.6, -24.5, 9.5%, 1.4%, -10.2%, -2.4%, -13.0
Cc1nn(CC(=O)N2N=C(C(F)F)CC2(O)C(F)F)c(C)c1[N+](=O)[O-] (configuration not stated)
→ 3.3%, 10.0%, -5.6, 11.0, -11.7%, 4.3%, -22.7%, 3.6%, -12.6
CCC(C)Sc1nnc(NC(=O)C2CCN(C(=O)c3ccco3)CC2)s1 (configuration not stated)
→ -0.8%, 2.5%, -10.7, 17.5, -0.1%, 8.9%, ?, -0.8%, -23.7
O=c1c2ccccc2[nH]c(=S)n1CCN1CCCC1
→ 4.5%, 1.3%, 3.2, 0.9, -6.0%, 5.5%, 15.0%, 2.8%, 2.4

# 2 entries from above, with two lines to a compound.
# Below each compound: HT1080NT lethal	KB-3-1 cytotox	D3 ag	IL-1B inflam inh	SW480 rereplic	GLP1R ag	KB-V1 MDR tox	HT1080 IDH1KD tx	DRD3 antagonist
- COc1ccc(OC)c(C2CC(=O)C3=C(C2)NC(=O)CC3c2ccc(O)c(OC)c2)c1 (configuration not stated)
  -6.0%	6.4%	4.8	-27.5	0.7%	-3.7%	-24.6%	1.6%	-9.6
- COc1ccccc1N(CC(=O)NCCSCc1ccccc1)S(=O)(=O)c1ccccc1
  -1.5%	-11.0%	7.0	-20.5	.	1.6%	?	-11.5%	5.6

# Screens (PubChem)
